Source: PubChem (NCI)
NCI-60 one-dose screen, 48 h, at 10 µM unless noted. Numbers give growth in % (100 = growth as untreated, 0 = no growth, -100 = all killed).
A549/ATCC = A549/ATCC NSCLC | actives 3.7% (n = 81,000) | AID 1794740
SK-MEL-2 = SK-MEL-2 melanoma. actives 4.7% (n = 77,000). AID 1794763
M14 = M14 melanoma; AID 1794745; actives 6.2% (n = 80,000)
SK-MEL-28 = SK-MEL-28 melanoma; actives 4.1% (n = 81,000); AID 1794761
MDA-MB-435 = MDA-MB-435 melanoma | actives 7.8% (n = 82,000) | AID 1794794
UACC-62 = UACC-62 melanoma; actives 5.4% (n = 81,000); AID 1794756
SK-MEL-5 = SK-MEL-5 melanoma; actives 6.4% (n = 80,000)
UACC-257 = UACC-257 melanoma. actives 4.4% (n = 78,000). AID 1794764
* marks the source's active call; other numbers are inactive results; . = no result given; & = joins results of further samples; ! = not confirmed by another sample. How the source made its calls: active means growth percent below 10; inactive means the rest.

1) O=S(=O)(CCS(=O)(=O)c1ccccc1)c1ccccc1
2) COc1ccc(C(=O)CC#N)cc1
3) C=C(C)[C@H]1CC2=C(C(=O)OC)C=C(/C=C(\C)C[C@H]3C=C(CC1=O)C(=O)O3)O2
4) N#Cc1c(-c2ccc(Cl)cc2)n2cnnc2[nH]c1=O
5) C=CCn1c(=O)c2cnc(Nc3ccc(N4CCN(C)CC4)cc3)nc2n1-c1cccc(C(C)(C)O)n1
Screen / compound no.,1,2,3,4,5
A549/ATCC,92.5,103.7,103.5,.,15.9
SK-MEL-2,102.9,134.1,124.4,120.6,.
M14,88.4,110.4,103.6,108.9,9.8*
SK-MEL-28,110.1,114.2,107.8,111.1,64.4
MDA-MB-435,97.8,131.6,97.9,105.7,-61.7*
UACC-62,84.5,104.8,92.2,97.2,42.6
SK-MEL-5,99.2,97.9,101.5,104.3,18.2
UACC-257,88.8,102.3,100.5,86.5,46.1

6) CCc1ccn2c(=O)c(C)cnc2c1
7) Cc1ccc2c(ccc3ccccc32)n1
8) CCOC(=O)c1c2c(n3ccccc13)C(=O)c1ncccc1C2=O
9) CC1(O)c2cccc(Sc3ccccc3)c2C(C)(O)c2c(Sc3ccccc3)cccc21 (stereo not given)
10) CC(=O)NC[C@H]1CN(c2ccc(N3CCSCC3)c(F)c2)C(=O)O1
Screen / compound no.,6,7,8,9,10
A549/ATCC,102.2,80.5&117.0,8.3*,72.0,105.5
SK-MEL-2,106.8,102.8&110.1,65.6,75.8,85.9
M14,101.9,96.1,-37.6*,88.9,91.4
SK-MEL-28,115.8,98.6&110.1,28.9,93.8,117.9
MDA-MB-435,118.4,103.4&96.8,39.8,94.5,143.1
UACC-62,107.1,98.0&99.8,-25.8*,64.2,91.1
SK-MEL-5,102.4,102.6&106.0,-17.8*,50.7,108.6
UACC-257,101.3,84.2&121.2,-4.0*,81.5,103.6

11) CCn1c(/C(C#N)=C/c2c(Cl)cncc2Cl)nc2ccccc21
12) COc1ccc(C2=NNC(=O)C3(CCCCC3)C2)cc1
13) O=C1NC(=O)/C(=C\c2ccccc2O)S1
14) C[N+](C)(C)c1ncnc2[n-]cnc12
15) O=C1NC(=S)NC1Cn1cnc2ccccc21 (stereo not given)
Screen / compound no.,11,12,13,14,15
A549/ATCC,37.1,103.9,104.6,100.1,99.3
SK-MEL-2,100.7,106.9,94.0,107.5,109.0
M14,96.9,111.7,87.6,89.9,99.9
SK-MEL-28,102.1,98.5,105.4,94.6,107.8
MDA-MB-435,82.1,104.9,104.1,104.4,100.6
UACC-62,68.2,102.0,97.5,83.2,94.0
SK-MEL-5,86.6,97.9,98.0,90.1,100.2
UACC-257,59.9,94.6,113.3,-29.9*,105.7

16) O=C(CSc1nnc(-c2ccccc2)o1)Nc1ccc(C(=O)/C=C/c2ccccc2)cc1
17) Cc1ccc(Cl)cc1NC(=S)N(C)C
18) COc1ccc(Cn2cc(C#N)c(N)c2C(C)=O)c(OC)c1
19) O=C1/C(=C/c2ccccc2[N+](=O)[O-])Cc2ccccc21
20) Cc1ccc(C)c(-n2nnc3ccccc3c2=O)c1
Screen / compound no.,16,17,18,19,20
A549/ATCC,60.3,.,102.9,-6.8*!,90.1
SK-MEL-2,99.2,105.2,125.8,80.5&68.4,126.0
M14,66.4,110.5,99.8,57.8&42.7,102.3
SK-MEL-28,97.0,104.3,109.0,4.2*!,100.2
MDA-MB-435,55.5,102.4,108.1,36.3&28.4,107.0
UACC-62,82.3,96.0,98.1,25.5&29.5,98.9
SK-MEL-5,78.9,98.7,99.1,69.5&47.2,127.7
UACC-257,113.1,.,109.1,71.8&64.4,109.3

21) COc1ccc(-n2nnc(N)c2-c2cc(OC)c(OC)c(OC)c2)cc1
22) NC(N)=NC(N)=Nc1ccccc1-c1ccccc1
23) CN(Cc1ccccc1)c1nc(Cl)c(C2CC(c3ccc(Cl)cc3)=NN2c2cc(Cl)cc(Cl)c2)s1 (stereo not given)
24) CCOC(=O)N1CC=CC1
25) O=C(Nc1nc(-c2cccnc2)nc2c1sc(=S)n2-c1ccccc1)C(F)(F)F
Screen / compound no.,21,22,23,24,25
A549/ATCC,95.1,104.9,95.0,99.3,68.9
SK-MEL-2,91.6,108.7,104.1,97.0,81.8
M14,88.4,108.3,96.1,101.7,97.8
SK-MEL-28,84.6,109.2,111.5,112.6,107.6
MDA-MB-435,66.6,103.1,103.2,102.3,114.6
UACC-62,78.7,108.4,98.1,96.2,101.5
SK-MEL-5,95.0,107.0,107.4,101.2,103.2
UACC-257,81.8,.,109.9,106.4,100.9

Copied from the list:
compound 23 in MDA-MB-435 shows 103.2
compound 25 in UACC-257 shows 100.9
compound 24 in UACC-257 shows 106.4

Quoted at random: 3 entries already listed
24) CCOC(=O)N1CC=CC1
23) CN(Cc1ccccc1)c1nc(Cl)c(C2CC(c3ccc(Cl)cc3)=NN2c2cc(Cl)cc(Cl)c2)s1 (stereo not given)
25) O=C(Nc1nc(-c2cccnc2)nc2c1sc(=S)n2-c1ccccc1)C(F)(F)F
Screen / compound no.,24,23,25
A549/ATCC,99.3,95.0,68.9
SK-MEL-2,97.0,104.1,81.8
M14,101.7,96.1,97.8
SK-MEL-28,112.6,111.5,107.6
MDA-MB-435,102.3,103.2,114.6
UACC-62,96.2,98.1,101.5
SK-MEL-5,101.2,107.4,103.2
UACC-257,106.4,109.9,100.9

Further entries
26) CCCN1CCC(=O)NC1=S
27) CCN1C(=O)N(c2ccccc2)C2Nn3c(s/c(=C4\C(=O)N(C(C)C)c5ccccc54)c3=O)=NC21 (stereo not given)
28) CN1C(=O)N(C)C2Nn3c(s/c(=C\c4cccnc4)c3=O)=NC21 (stereo not given)
29) CN(C)c1ccc(/C=C2\c3ccccc3-c3ccc(N=Cc4ccccc4)cc32)cc1
30) CC(=O)c1c(C)[nH]c2c1c(-c1ccc3c(c1)OCO3)nc1ccccc12
Screen / compound no.,26,27,28,29,30
A549/ATCC,112.0&96.2,103.7,96.5,78.8,81.7
SK-MEL-2,124.9&113.4,102.1,99.3,81.1,.
M14,106.2&122.0,109.0,90.2,95.2,96.9
SK-MEL-28,116.7&119.3,117.5,107.1,107.5,90.6
MDA-MB-435,112.0&103.3,99.7,98.3,88.9,42.1
UACC-62,104.5&97.4,97.5,91.8,83.8,.
SK-MEL-5,97.8&111.7,.,.,100.2,86.2
UACC-257,118.2&85.8,103.9,92.6,.,73.9

31) CN1C(=O)N(C)C2C1NN=C1SC(C(=O)O)=CC(=O)N12 (stereo not given)
32) O=C(NCc1ccccc1)c1ccccc1C(=O)NCc1ccccc1
33) Cc1ccc[n+](/C=C/c2ccccc2)c1
34) CN(C)CC1=NC2SC=C(c3ccccc3)C2C(=O)N1CC#N (stereo not given)
35) O=[N+]([O-])c1ccc(N=Cc2ccc3c(c2)OCO3)cc1
Screen / compound no.,31,32,33,34,35
A549/ATCC,104.9,91.7,91.0,96.3,88.3
SK-MEL-2,115.9,100.9,91.9,103.5,87.1
M14,104.5,98.2,109.5,105.1,85.9
SK-MEL-28,105.5,110.5,100.7,118.7,118.6
MDA-MB-435,104.6,106.2,103.5,95.3,91.8
UACC-62,95.0,100.2,101.5,87.3,39.8
SK-MEL-5,101.7,98.3,112.3,106.8,94.8
UACC-257,99.9,.,.,107.8,105.3

36) C[C@H](c1c(F)cccc1F)n1nnc(C(N)=O)c1C(N)=O
37) COc1ccc(N=C2OC(=O)c3ccccc32)cc1
38) CCN1C(=O)CSC12C(=O)Nc1ccccc12 (stereo not given)
39) C/C(=N\NC(=O)c1ccncc1)c1ccccc1O
40) CC/C(=C(\CC)c1ccc(OC)cc1)c1ccc(OC)cc1
Screen / compound no.,36,37,38,39,40
A549/ATCC,98.5,73.6,105.4,40.0&36.4,96.4
SK-MEL-2,104.0,99.2,101.6,18.8&75.3,92.6
M14,100.9,104.8,92.8,33.5&27.5,95.2
SK-MEL-28,105.8,114.7,106.1,63.1&52.4,95.3
MDA-MB-435,103.3,96.2,103.1,57.5&50.5,95.1
UACC-62,92.0,86.4,94.4,30.6&22.0,85.6
SK-MEL-5,98.9,98.6,101.0,50.0&38.7,89.1
UACC-257,99.3,80.1,107.6,25.1&43.9,94.6

41) CC/C=C\C[C@H](O)C/C=C1/C(=O)C=C[C@@H]1C/C=C\CCCC(=O)OC
42) O=C(O)Cc1sc(=O)[nH]c1O
43) c1cnc2cc3sc4ccccc4c3nc2c1
44) COc1ccn(C2CCCCO2)c(=O)n1 (stereo not given)
45) S=c1[nH]nc(Nc2cccnc2)n1-c1cccnc1
Screen / compound no.,41,42,43,44,45
A549/ATCC,-21.4*,96.6&107.0,102.8,106.0,111.1
SK-MEL-2,-2.3*,110.7&97.1,95.0,96.8,100.9
M14,-1.5*,85.4&110.3,99.8,109.3,102.7
SK-MEL-28,-34.3*,105.6&111.6,113.7,113.2,98.9
MDA-MB-435,4.4*,99.7&105.9,100.4,112.3,102.8
UACC-62,-40.3*,104.6&102.0,88.7,101.9,89.8
SK-MEL-5,-84.7*,102.1&107.8,.,108.8,94.4
UACC-257,-17.5*,100.2&92.5,106.2,107.4,120.5

(more compounds)
entry | Molecule | A549/ATCC | SK-MEL-2 | M14 | SK-MEL-28 | MDA-MB-435 | UACC-62 | SK-MEL-5 | UACC-257
46 | Nc1nc(C(=O)O)c(N)c(=O)[nH]1 | 102.9 | 99.8 | 101.3 | 112.9 | 103.6 | 108.2 | 111.4 | 105.9
47 | COC(=O)c1nc(-c2ccc(C)cc2)oc1N1CCOCC1 | 88.4 | 105.7 | 101.8 | 103.8 | 102.6 | 88.0 | 103.0 | 100.1
48 | CSc1nc2c([nH]1)c(=S)n(C)c(=O)n2C | 86.1 | 102.1 | 102.2 | 116.3 | 107.5 | 110.5 | 106.9 | 109.4
49 | COc1cc(/C=C/C(=O)CC(=O)/C=C/c2cc(Br)c(OC)c(OC)c2)cc(Br)c1OC | 96.1 | . | 96.9 | 106.1 | 100.9 | 100.9 | 107.8 | 93.1
50 | O=c1oc2ccc(Br)cc2cc1-c1csc(N=Nc2c(O)[nH]c3ccc(Br)cc23)n1 | 94.1 | 108.6 | 100.8 | 104.6 | 98.9 | 98.4 | 104.2 | 94.9
51 | CCCCOc1ccc(NC(=O)Nc2nnc(C)s2)cc1 | 41.4 | 105.4 | 91.4 | 105.9 | 100.6 | 82.5 | 102.5 | 22.5
52 | Cc1c(C(=O)NCCN2CCOCC2)cn2ncnc(Oc3ccc(NC(=O)NC4CC4)c(F)c3)c12 | 97.7 | 112.1 | 93.9 | 97.3 | 100.6 | 91.0 | 99.4 | 95.4
53 | N#CNC(=S)S | 103.0 | 111.9 | 95.8 | 108.0 | 108.7 | 98.8 | 96.8 | 102.7
54 | O=C1[C@@H](OS(=O)(=O)C2CCC2)[C@H](c2ccc(F)cn2)N1c1cc2c3ccccc3ccc2c2ccccc12 | 86.1 | 89.1 | 100.6 | 108.9 | 103.6 | 71.0 | 92.8 | 97.1
55 | COc1cc(NS(=O)(=O)c2ccc(C)cc2)c2c(c1N)C(=O)c1ccccc1C2=O | 78.0 | 92.7 | 130.5 | 94.5 | 105.5 | 84.8 | 84.2 | 84.9
56 | CSc1c2ccccc2nc2[nH]c3ccccc3c12 | 104.4 | 117.6 | 94.0 | 107.3 | 91.0 | 93.3 | 97.4 | 103.9
57 | CCCCN(CCCC)S(=O)(=O)c1ccc(C)cc1 | 101.1 | . | 92.9 | 107.6 | 103.5 | 77.6 | 95.7 | 104.3
58 | Sc1ccccc1-n1c(-c2ccccc2)ccc1-c1ccccc1 | 106.6 | 113.5 | 95.4 | 108.6 | 112.7 | 82.9 | 99.3 | 104.3
59 | COc1ccc(OC)c(/C=C/c2nnc(Nc3ccccc3)s2)c1 | 90.3 | 110.2 | 116.2 | 107.8 | 101.3 | 90.9 | 102.2 | 104.9
60 | Oc1[nH]c2ccccc2c1N=NC(=S)N/N=C\c1c[nH]c2ccccc12 | 102.2 | 95.1 | 97.0 | 108.6 | 101.6 | 91.5 | 91.5 | 109.8
61 | CC1=CC(O)CC(C)(C)C1 (stereo not given) | 98.4 | 108.4 | 101.5 | 100.2 | 102.9 | 102.0 | 103.7 | 94.2
62 | COC(=O)CCC(=O)Nc1cccc(C(F)(F)F)c1 | 77.1 | 100.2 | 100.8 | 110.2 | 104.8 | 105.1 | 99.7 | 74.3
63 | O=C(O)/C=C\C(=O)NCCO | 90.2 | 78.0 | 92.8 | 99.9 | 108.5 | 98.6 | 109.4 | 80.9
64 | CN(C)c1nc(-c2ccco2)n2nc(-c3ccc(Cl)cc3)cc2n1 | 49.6 | 99.2 | 87.0 | 94.8 | 89.6 | 87.0 | 81.2 | 98.7
65 | CNC(=O)c1cc(-c2ccc(NC(=S)Nc3ccc(Cl)c(C(F)(F)F)c3)cc2)nc2cccnc12 | 88.8 | 84.3 | 96.1 | 95.1 | 90.6 | 88.7 | 90.2 | 99.4
66 | CC1=C(/C=C/C(C)=C/C=C(C(=O)O)\C(C)=C\C(=O)O)C(C)(C)CCC1 | 93.7 | 94.7 | 101.2 | 114.1 | 115.9 | 96.9 | 111.2 | 92.4
67 | COc1ccc(C(O)c2cnc(C)n2Cc2ccccc2)cc1 (stereo not given) | 103.1 | 121.7 | 116.5 | 103.8 | 101.8 | 90.9 | 99.5 | 94.0
